hiPSC survival: enhancers of human iPSC single-cell survival | hiPSC single-cell survival, ATPlite luminescence; 100% = ROCK inhibitor wells, 0% = DMSO | survival enhancement, % at 20 µM | hit rate 0.044% among 360,000 | AID 602274; in the data active means survival enhancement above about 18%;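 further: cells exposed to compounds for 16 hours before the ATP read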
MITF TRPM1 inh: MITF TRPM1 promoter inhibition in SK-MEL-5 cells | inhibition, % at 12.5 µM | SK-MEL-5 TRPM1 promoter luciferase, 24 h | hit rate 0.83% among 330,000 | AID 488899;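 active means mean inhibition across replicates of 60% or more, whatever share of single replicates reaches that level; inconclusive means some that reach 60%, reason not given; inactive means mean inhibition across replicates below 60%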; further: values of inactives mirror those of a sister screen read the other way
Peg3 prom inh: inhibitors of Peg3 promoter | inhibition, % at 20 µM | HeLa PEG-Prom luciferase reporter, luminescence, overnight | hit rate 1.7% among 360,000 | AID 588405;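 active means inhibition of at least 50% at 20 µM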
HIF-2a block: blocks HIF-2a reporter activity; 786-0 RCC cells HIF-2a reporter, luciferase luminescence, overnight; inhibition, % at 18.8 µM; hit rate 0.72% among 360,000;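 active means inhibition of the luminescence signal of 40% or more relative to plate controls, in a single-dose primary screen at 18.75 µM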
CaV13 FRET inh: Disruptors of the CACNA1D IQ motif to Ca2+-dependent inactivation inhibitor domain association, primary screening, Förster resonance energy transfer in intact living …; HEK cells, CFP/YFP FRET ICDI-IQ, plate reader, 10 min; percent FRET-ratio fall versus neutral wells; inhibition, % at 12.3 µM; hit rate 0.098% among 340,000; AID 743397;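 active means mean replicate inhibition of at least 30% and at least 1% of replicates passing that level; inconclusive means only one of the two criteria is met; inactive means neither criterion is met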;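 further: 0% = median of the neutral control wells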
m5-HT2A agonist: agonists of mouse serotonin 5-HT2A receptor (HTR2A). P35363. CHO-K1 mHTR2A beta-arrestin complementation, luminescence; percent of 30 µM serotonin response. activation, % at 7.6 µM. hit rate 0.66% among 360,000;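 active means activation above a run cutoff, the mean activation of all tested compounds plus 3 SD, cut at about 14% in these data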;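 further: 0% = plate median of compound wells and 100% = 30 µM serotonin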
PDI inh: PDI (human) enzyme inhibition; hit rate 0.052% among 350,000; AID 588391; P07237; inhibition, % at 10 µM; PDI insulin aggregation turbidity, A650, 90 min;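 active means mean inhibition across replicates of 30% or more, whatever share of single replicates reach that level; inconclusive means mean inhibition below 30% while every single replicate reaches 30%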;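 further: absorbance from insulin aggregation driven by PDI reduction with DTT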
Target sequence (P07237 whole entry, looked up): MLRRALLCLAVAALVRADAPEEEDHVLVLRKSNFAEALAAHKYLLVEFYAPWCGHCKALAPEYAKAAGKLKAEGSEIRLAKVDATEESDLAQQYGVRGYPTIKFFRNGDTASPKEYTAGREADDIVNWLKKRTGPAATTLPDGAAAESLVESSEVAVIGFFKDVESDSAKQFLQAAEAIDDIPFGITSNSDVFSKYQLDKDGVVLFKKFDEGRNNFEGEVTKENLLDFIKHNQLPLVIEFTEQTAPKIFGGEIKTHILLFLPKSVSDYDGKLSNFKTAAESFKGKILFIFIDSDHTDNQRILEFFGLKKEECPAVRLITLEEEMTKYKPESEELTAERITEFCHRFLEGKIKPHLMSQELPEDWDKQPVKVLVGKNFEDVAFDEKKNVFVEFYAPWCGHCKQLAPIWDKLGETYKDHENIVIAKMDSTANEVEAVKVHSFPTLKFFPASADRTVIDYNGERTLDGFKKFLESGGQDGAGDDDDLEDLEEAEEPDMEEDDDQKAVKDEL
Shn3 inh set2: inhibitors of Schnurri-3 3'UTR reporter in osteoblasts | Clone20 osteoblast Shn3 3'UTR firefly luciferase, 24 h | inhibition, % at 12.5 µM | hit rate 0.52% among 360,000 | AID 588674;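 active means mean inhibition of at least 75% with every replicate also reaching 75%; inconclusive means mean inhibition at least 75% but some replicate below; inactive means mean inhibition below 75%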;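 further: 0% = median of neutral control wells and 100% = pilot-screen positive control compound; some compounds past the cut are filed as inactive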
NR2E3 ag-1: NR2E3 (human) agonism; hit rate 0.12% among 320,000; GST-NR2E3/biotin-RetCOR TR-FRET, 1536-well; AID 2300; Q9Y5X4; inhibition of corepressor binding, % at 4.78 µM;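 active means percent inhibition above the cutoff of mean plus 3 SD of all tested compounds, set per screening campaign, cut at about 20% in these data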;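 further: 0% = DMSO wells and 100% = biotin wells as full block of FRET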
Target sequence (Q9Y5X4 whole entry, looked up): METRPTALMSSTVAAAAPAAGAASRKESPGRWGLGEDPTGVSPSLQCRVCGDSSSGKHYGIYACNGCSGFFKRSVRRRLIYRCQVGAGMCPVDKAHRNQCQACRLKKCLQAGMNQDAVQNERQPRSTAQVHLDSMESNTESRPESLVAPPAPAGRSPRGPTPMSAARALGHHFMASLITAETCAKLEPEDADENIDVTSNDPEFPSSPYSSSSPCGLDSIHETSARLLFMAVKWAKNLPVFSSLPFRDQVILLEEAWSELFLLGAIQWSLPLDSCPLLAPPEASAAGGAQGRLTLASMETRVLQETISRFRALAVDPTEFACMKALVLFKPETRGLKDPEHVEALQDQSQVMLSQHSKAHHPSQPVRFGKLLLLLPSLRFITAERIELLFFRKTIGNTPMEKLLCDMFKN
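Material: NR2E3–RetCOR corepressor complex | Quantity: 1.35 nM GST-tagged NR2E3 final | Schedule: 5 h at 4 °C | Replication: Singlicate compound wells | Reagent: RetCOR corepressor, biotinylated, 7 nM | Controls: Biotin wells as high control, 0.6% DMSO wells as low control | Signal: TR-FRET, Eu(K)-anti-GST donor, streptavidin-D2 acceptor, ex 340, em 617/671 nm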
Cardio protect: modulators protecting cardiomyocytes from myocardial damage | hit rate 0.63% among 360,000 | H9c2 cardiomyocytes, H2O2 injury protection, ATPLite, 2 h | AID 588492 | protection from H2O2 cell death, % at 20 µM;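 active means compounds giving at least 50% protection of heart cells from peroxide-induced death in the single-dose screen, raw or plate-pattern-corrected value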;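 further: 0% = DMSO wells with peroxide and 100% = DMSO wells without peroxide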
NR2E3 ag-2: activates human NR2E3 receptor. Q9Y5X4. CHO-S Gal4-NCOR/VP16-NR2E3 two-hybrid, luciferase. inhibition of corepressor binding, % at 3.98 µM. hit rate 0.35% among 360,000. AID 602229;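 active means inhibition above the mean of all tested compounds plus 3 SD, cut at about 70% in these data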;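 further: 0% = DMSO with NR2E3 transfected cells and 100% = cells lacking NR2E3 construct; higher means lower luciferase signal from less NR2E3 corepressor binding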
Starred values were filed as active, the others as inactive; ? = inconclusive; . = no result given.

SMILES	hiPSC survival	MITF TRPM1 inh	Peg3 prom inh	HIF-2a block	CaV13 FRET inh	m5-HT2A agonist	PDI inh	Shn3 inh set2	NR2E3 ag-1	Cardio protect	NR2E3 ag-2
CCOc1ccc2cc(C3CC(c4ccco4)=NN3S(C)(=O)=O)c(Cl)nc2c1 (configuration not stated)	-0.4	-7	25	16	-2	-2	-3	-10	-3	-1	-7
O=C(NCc1ccccc1Cl)C1CCC(CNc2c(N3CCOCC3)c(=O)c2=O)CC1 (configuration not stated)	-0.5	-10	3	14	-5	-3	6	-5	1	2	17
COc1cc2c(cc1OC)C(c1ccco1)CC(=O)N2 (configuration not stated)	2.9	.	0	10	-6	1	13	-16	-1	-5	-11
COc1ccc(-n2nnnc2SCC(=O)Nc2ccccc2F)cc1	-0.1	7	18	10	-3	-2	-1	-3	-1	-6	-7
COc1ccc(N(Cc2cc(=O)[nH]c3ccccc23)C(=O)c2ccco2)cc1	-1.0	21	13	13	-4	4	2	4	6	14	-29
COc1ccc(Cl)cc1NC(=O)COC(=O)c1cc(C)oc1C	-0.5	1	0	-10	-16	-1	-5	11	.	-1	-16
CCOC(=O)N/N=C\C=C\c1ccco1	2.4	5	-12	-11	-4	4	-1	1	5	-2	17
Cc1ccc(-c2cnc3c(Cl)c(C)nn3c2)cc1	-0.6	4	-54	-123	-2	-3	-1	-15	3	-11	-124
O=C(CSc1cccc[n+]1[O-])Nc1cc([N+](=O)[O-])ccc1Cl	-0.4	18	4	9	-2	-4	1	-2	1	0	-9
CC(C)NC(=O)C1(C)CCN1Cc1cccc(C#N)c1 (configuration not stated)	2.3	.	1	5	-5	0	11	-18	.	3	-42
CCCn1nnc(NC(=O)Cc2ccc(Cl)cc2)n1	-0.5	-3	-14	-9	-9	-1	6	-30	1	0	-19
O=C1CCC(O)CCN1CCSc1ccccc1 (configuration not stated)	-3.9	-23	-87	-88	-4	-3	8	-67	-2	8	-8
CC(OC(=O)c1cccc(S(=O)(=O)Nc2ccccc2F)c1)C(=O)NCc1ccc2c(c1)OCO2 (configuration not stated)	-1.1	4	20	14	-5	-4	1	-12	-3	5	1
CCc1c(C)nc(SCC(N)=O)c(C#N)c1C	1.3	-15	9	11	-11	-1	10	18	2	3	-19
CCN1C(=NCc2ccc(OC)cc2)N[C@@H](c2ccccc2)C(C(=O)OC)=C1C	-3.5	-6	-29	-1	-6	-2	-15	2	-2	-3	-30
O=C(CSc1nnc2ccccn12)c1ccc(OC(F)F)cc1OC(F)F	-0.5	3	-9	15	-5	-3	0	11	-1	-1	16
CO/N=C/CC(=O)c1ccc(-c2ccccc2)cc1	-1.9	-8	-33	-89	-1	-6	-9	9	0	-6	-72
CS(=O)(=O)N(CC(=O)Nc1ccc(S(=O)(=O)N2CCCC2)cc1)c1ccccc1F	-0.1	3	16	10	-6	0	4	5	-2	18	-2
CCCCN1CC(=O)N2[C@H](c3ccc(OC)cc3)[C@@H]3C(=O)N(CC)C(=O)[C@@H]3[C@]2(Cc2ccccc2)C1=O	-1.4	6	-2	7	-10	-2	-2	37	-2	1	1
CC1CCCN(CCC(=O)Nc2ccccc2)C1 (configuration not stated)	-0.5	-1	4	-1	-5	8	3	0	3	5	-18
COc1ccc(-n2c(=S)[nH]c3cc(C(=O)Nc4ccc(F)cc4)ccc3c2=O)c(OC)c1	0.2	?	0	6	-7	-6	11	69	-1	10	9
CCCN1CCN(C(=O)c2cc(COc3ccc4ncccc4c3)on2)CC1	0.3	-10	-3	3	-2	6	0	49	2	-25	61
Cc1nc2nc(SCC(=O)N3CCOCC3)nn2c(C)c1Cc1ccccc1	0.2	-10	0	-4	-5	2	0	-7	3	-1	-18
CC(C)Cn1c(N)c(C(=O)COC(=O)CCc2nc3ccccc3c(=O)[nH]2)c(=O)n(C)c1=O	-3.3	-4	4	5	-5	6	5	6	0	54*	10
CCCC1(CCC)NC(=O)N(CC(=O)Nc2ccc(Cl)c(S(=O)(=O)N3CCOCC3)c2)C1=O	10	-7	5	14	-5	3	6	4	.	0	-10
Next structures follow.
SMILES	hiPSC survival	MITF TRPM1 inh	Peg3 prom inh	HIF-2a block	CaV13 FRET inh	m5-HT2A agonist	PDI inh	Shn3 inh set2	NR2E3 ag-1	Cardio protect	NR2E3 ag-2
Cc1cc(NC(=O)c2ccc(S(=O)(=O)N(C)C)cc2)no1	-3.5	-16	-8	-23	-4	1	0	-1	2	2	-6
Cc1nc2cc(C(=O)O)ccc2n1-c1ccccc1	-0.7	-4	11	-3	-5	4	-1	-8	1	-8	14
O=S(=O)(CCc1ccccc1)CS(=O)(=O)CCc1ccccc1	1.9	5	13	6	-15	2	0	2	.	-3	24
COC(=O)Cc1cnc(NC(=O)CSc2nc(C(C)C)cc(=O)[nH]2)s1	0.7	0	1	14	-7	5	0	8	2	5	0
NNC(=O)COc1ccccc1[N+](=O)[O-]	-0.6	21	-1	21	0	2	-2	5	-1	0	-20
O=C(CSc1nc2ccccc2c(=O)n1CC1CCCO1)N1CCN(c2ccccc2)CC1 (configuration not stated)	-1.6	-15	14	10	-9	-2	1	4	5	16	-16
OCCN(Cc1ccccc1)Cc1ccc(Cl)cc1	0.1	-2	5	12	-8	1	-2	0	-2	3	-1
Cc1cc([N+](=O)[O-])nn1CC(=O)N1CCN(Cc2ccccc2)CC1	-0.7	0	16	15	4	-2	-8	7	2	-3	0
OC(COCc1ccccc1)CN1CCCCC1 (configuration not stated)	-0.1	-4	-19	11	-12	2	9	-3	0	6	21
CCOC(=O)c1sc(NC(=O)COC(=O)CNC(=O)C2CCCCC2)c(C(=O)OCC)c1C	0.0	6	-6	9	-4	5	13	-3	3	-1	14
O=C(COC(=O)c1cc2ccccc2oc1=O)Nc1cccc(S(=O)(=O)N2CCCCCC2)c1	0.3	-15	-75	-70	-4	-3	6	-75	-2	5	-3
O=C(NNC(=O)C1CCCCC1)c1ccco1	1.1	-9	-6	2	-5	1	-1	6	0	0	-2
c1ccc(CCNC2=NCCS2)cc1	-0.1	-12	1	-6	-7	-5	-9	9	0	2	5
Cn1c(C(=O)NC2CCCC2)cc2c(=O)n(C)c3ccccc3c21	1.7	.	12	-8	-2	6	.	-3	5	26	-4
COc1ccc(NC(=O)C(=O)NCCN2CCN(C(=O)c3cccc(Br)c3)CC2)cc1	0.3	3	11	11	-6	0	8	-7	-1	-2	2
O=C(O)CNC(=S)N(Cc1ccco1)Cc1ccccc1Cl	5.8	5	6	13	-14	-2	16	8	1	2	-18
O=C(NCC1CCCO1)C1c2ccccc2C(=O)N1Cc1ccc2c(c1)OCO2 (configuration not stated)	-1.1	-3	20	13	.	8	0	10	-1	9	22
COc1ccc(C(CNC(=O)Cc2ccc(-c3ccccc3)cc2)N(C)C)cc1 (configuration not stated)	-0.4	-24	12	-16	-7	-10	-5	20	-2	-3	-24
COc1ccc(Cl)cc1NC(=O)c1nnn(CC(=O)Nc2ccc(OC)c(OC)c2)c1N	0.3	-2	22	-1	-14	0	4	-4	-2	-1	-10
CC(CN1CCCCC1)OC(=O)c1cccc(F)c1 (configuration not stated)	-0.4	-7	-30	-19	-1	-6	-1	-22	3	4	-4
O=C1CC(N(Cc2ccco2)C(=O)Nc2ccc(F)cc2)C(=O)N1c1ccc(F)cc1 (configuration not stated)	-2.2	5	26	9	-3	-4	-4	21	7	9	-2
CCn1cc(C(=O)N2CCN(c3ccc(OC)cc3)CC2)c2cc(OC)c(OC)cc2c1=O	-0.6	5	2	12	-5	0	-3	-12	3	-8	-13
Cc1ccc(C)c(NC(=O)CN2C(=O)COc3ccc(S(=O)(=O)N4CCCC4)cc32)c1	1.7	4	8	0	-8	-3	1	9	0	5	-7
Cc1ccc2nc(NC3=NC4(CCCC4)C4=C(CCCC4=O)N3)oc2c1	0.2	.	32	-26	-5	-1	7	32	.	-4	-2
Cc1ccc(S(=O)(=O)NC(N)=NCCc2ccccc2)cc1C	-1.2	10	15	14	-18	0	-5	-18	0	-6	-14
The list continues.
SMILES	hiPSC survival	MITF TRPM1 inh	Peg3 prom inh	HIF-2a block	CaV13 FRET inh	m5-HT2A agonist	PDI inh	Shn3 inh set2	NR2E3 ag-1	Cardio protect	NR2E3 ag-2
CCN(CC(=O)Nc1ccccc1C(F)(F)F)C(=O)CSCc1ccc(C)cc1	1.1	0	21	-8	-4	0	-1	12	-1	-4	-7
COc1ccc(CC(=O)Nc2cccc(-c3nnc(-c4ccccc4)o3)c2)cc1OC	0.5	42	100*	-297	-7	1	0	64	.	-3	-38
CCOc1cc2c(cc1OC)C(NC(=O)c1ccco1)CC2=O (configuration not stated)	-0.2	6	4	11	-3	1	0	-34	2	5	-15
COCc1cccc(N2C(=O)CC(C3C=C(C)C4C(=O)N(c5cccc(COC)c5)C(=O)C4C3)C2=O)c1 (configuration not stated)	-1.0	8	8	5	-6	0	-4	24	2	0	-1
O=C(O)CCC(=O)c1ccc(C2CCCCCC2)cc1	0.7	.	-172	-90	-9	0	.	-11	.	-1	-97
O=C(C1CCCCC1)N1CCC2CC1c1cc(Cl)ccc12 (configuration not stated)	0.1	16	4	13	-6	-3	-1	4	.	7	-1
O=C(COc1ccccc1F)Nc1nnc(-c2ccncc2)s1	-1.7	-11	-7	-2	.	0	-7	4	-2	2	-16
CCOC(=O)N1CCc2c(sc(NC(=O)C3=COCCO3)c2C(N)=O)C1	-0.4	-9	-44	-39	-2	-1	-4	-23	2	1	-3
COc1ccc(C(=O)OCC(=O)NC(C)CCc2ccccc2)cc1OC (configuration not stated)	0.4	3	18	13	-5	1	-5	-1	3	-3	-10
CC(/C=N/n1c(-c2ccc(C)cc2)n[nH]c1=S)=C\c1ccco1	0.7	1	15	5	-3	1	-3	1	1	-1	-38
CC(C)(C)C(=O)N1CCN(c2nc3ccc(Br)cc3s2)CC1	-0.5	-44	-292	-237	-2	-5	0	-11	4	-6	-39
Cc1c(NC(=O)Cn2ccc([N+](=O)[O-])n2)c(=O)n(-c2ccccc2)n1C	0.9	-6	0	-1	.	0	-4	8	2	0	1
Cc1ccc(CC2SC(=Nc3ccccc3)N(c3ccccc3)C2=O)cc1 (configuration not stated)	-1.1	-11	19	13	-6	-6	1	6	-3	0	-4
Cc1ccc(N2C(=O)CC(Sc3nccc(C)n3)C2=O)cc1 (configuration not stated)	-0.5	3	8	11	-4	1	3	2	2	5	-19
COc1ccc(-c2ccccc2)cc1NC(=O)[C@@H]1O[C@H](CO)[C@@H](O)[C@H]1O	0.0	.	3	-2	-5	1	7	5	.	2	-10

Screening results from PubChem BioAssay.
